High-throughput results (PubChem BioAssay)
OXTR ag = activates the human oxytocin receptor. P30559. CHO-OTR cells, Fluo-8 calcium fluorescence; normalized: DMSO 0%, oxytocin 100%. activation, % at 3 µM. 320,000 compounds, 0.32% hits;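 active means activation above the mean of all tested compounds plus 3 SD, cutoff set per screening run, cut at about 20% in these data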;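 further: peak over basal fluorescence ratio from a 100 s FLIPR kinetic read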
GalR3 antag = blocks the human galanin receptor 3; O60755; HEK293 GalR3-CNG cAMP membrane potential fluorescence; galR3 body fused to GalR1 C-terminus; inhibition, % at 3 µM; 360,000 compounds, 0.44% hits;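 active means inhibition above the screen-wide average plus 3 SD, cut at about 13% in these data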;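 further: forskolin and galanin both at EC90 stimulate the cells; cAMP rise reported by CNG channel membrane potential dye signal; 0% = forskolin plus galanin with DMSO and 100% = forskolin alone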
Target sequence (O60755 1-299 limits assumed): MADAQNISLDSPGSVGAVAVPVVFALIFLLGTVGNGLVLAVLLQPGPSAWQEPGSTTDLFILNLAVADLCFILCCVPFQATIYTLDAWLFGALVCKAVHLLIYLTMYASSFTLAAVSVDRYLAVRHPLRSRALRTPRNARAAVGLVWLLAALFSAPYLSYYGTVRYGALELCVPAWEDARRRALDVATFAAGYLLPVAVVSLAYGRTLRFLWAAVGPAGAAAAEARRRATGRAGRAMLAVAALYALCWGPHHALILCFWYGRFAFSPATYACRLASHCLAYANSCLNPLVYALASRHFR
OXTR potentiator = potentiates the human oxytocin receptor response; 320,000 compounds, 0.061% hits; activation, % at 3 µM; CHO-OTR cells, Fluo-8 calcium fluorescence, potentiator mode; 0% = oxytocin EC15, 100% = EC100; AID 2445;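 active means activation above that plate's cutoff, the mean activation of tested compounds plus 3 SD, cut at about 6.6% in these data, passing the limit was not always enough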;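 further: 100% uses oxytocin at 75 nM as the full agonist control; some results filed as inactive read as strong as hits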
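Material: CHO-OTR cells, human receptor; compound dosing: single dose, 3.0 µM nominal final compound concentration; schedule: 6 min compound pre-incubation at room temperature, 100 s kinetic read; measured by: kinetic Fluo-8 calcium fluorescence; read-out basis: % activation vs EC15 and EC100 oxytocin; controls: EC15 oxytocin alone as 0%, 75 nM oxytocin as 100%; replicates: singlicate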
PfM18AAP inh = blocks P. falciparum M18 aspartyl aminopeptidase. recombinant PfM18AAP, H-Glu-NHMec fluorogenic cleavage. 290,000 compounds, 1.2% hits. inhibition, % at 7.35 µM;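 active means inhibition above the campaign mean inhibition over all tested compounds plus 3 SD, cut at about 28% in these data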;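 further: 0% = plate median of test compound wells and 100% = 2 mM ZnCl2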
V1aR counter = counter-screen for oxytocin receptor agonists: human V1a receptor agonists; 320,000 compounds, 0.25% hits; AID 2797; P37288; activation, % at 3 µM; CHO-V1R cells, Fluo-8 calcium fluorescence, agonist mode; 0% DMSO, 100% 3 nM vasopressin;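 active means activation above the mean activation of all tested compounds plus 3 SD, per screening run, cut at about 20% in these data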;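 further: signal is peak over basal fluorescence ratio across a 100 second FLIPR read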
Target sequence (P37288 whole entry, looked up): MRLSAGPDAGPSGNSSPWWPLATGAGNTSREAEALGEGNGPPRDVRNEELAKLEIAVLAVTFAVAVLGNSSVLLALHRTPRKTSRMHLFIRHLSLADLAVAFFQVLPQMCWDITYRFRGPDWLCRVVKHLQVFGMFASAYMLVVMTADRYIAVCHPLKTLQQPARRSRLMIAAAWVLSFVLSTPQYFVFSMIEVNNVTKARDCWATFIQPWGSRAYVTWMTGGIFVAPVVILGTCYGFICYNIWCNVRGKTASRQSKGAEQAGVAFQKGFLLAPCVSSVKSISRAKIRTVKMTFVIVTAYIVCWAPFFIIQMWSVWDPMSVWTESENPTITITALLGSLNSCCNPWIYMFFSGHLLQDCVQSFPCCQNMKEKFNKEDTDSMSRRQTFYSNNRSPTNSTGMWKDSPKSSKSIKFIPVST
MEKK2wt PB1 HTS = raises or lowers MEK5 binding to wildtype human MEKK2 PB1 domain; Q9Y2U5; bead flow cytometry, Alexa488-MEK5 binding to MEKK2 WT; actives lie on both sides; binding response (% of control), % at 10 µM; 290,000 compounds, 1.1% hits; AID 1531; in the data active means binding response below about 67% or above about 130%
GPR7 antag = human neuropeptides B/W receptor 1 antagonism | GPR7-expressing cells, fluorescence antagonist assay | inhibition, % at 4.4 µM | 290,000 compounds, 1.1% hits | AID 1861; in the data active means inhibition above about 16%, passing the limit was not always enough;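 further: cells stimulated with the agonist NPW; 0% = agonist with vehicle and 100% = vehicle without agonist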
Target sequence (P48145 whole entry, looked up): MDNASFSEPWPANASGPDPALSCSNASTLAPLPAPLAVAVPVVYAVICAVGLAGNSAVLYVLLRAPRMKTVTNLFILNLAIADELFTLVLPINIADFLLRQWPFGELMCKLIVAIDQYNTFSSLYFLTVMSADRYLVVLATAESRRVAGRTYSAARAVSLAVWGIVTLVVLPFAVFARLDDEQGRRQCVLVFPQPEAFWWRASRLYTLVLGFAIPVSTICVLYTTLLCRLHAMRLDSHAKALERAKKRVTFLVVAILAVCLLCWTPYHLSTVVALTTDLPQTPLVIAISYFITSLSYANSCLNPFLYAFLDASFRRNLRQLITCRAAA
NALP1 inh = NALP1 inhibition | 280,000 compounds, 0.61% hits | AID 2071 | inhibition, % at 10 µM | S. cerevisiae NALP1/ASC/caspase-1 growth, X-gal OD620, 72 h; in the data active means inhibition mostly above about 24%, no sharp cut-off; inactive means mostly below about 32%; further: some compounds called inactive have numbers as strong as hits
MEKK2 mut-MEK5 = signal of MEK5 binding to mutant human MEKK2 PB1 domain; bead flow cytometry, Alexa488-MEK5 binding to MEKK2 mutant; percent response, % at 10 µM; 290,000 compounds, 0.35% hits; AID 1530; in the data active means percent response above about 24%, passing the limit was not always enough; further: inactives centre near 1; some results filed as inactive read as strong as hits
* hit, by the source's call; · = no result given.

SMILES	OXTR ag	GalR3 antag	OXTR potentiator	PfM18AAP inh	V1aR counter	MEKK2wt PB1 HTS	GPR7 antag	NALP1 inh	MEKK2 mut-MEK5
O=C(NCc1ccccn1)c1cn(CCc2ccccc2)nn1	3.4	1.7	-16.5	2.4	1.1	110.0	-9.8	7.8	4.0
O=c1c2cc3c(=O)n(CC4CCCO4)c(=O)c3cc2c(=O)n1CC1CCCO1 (stereo unspecified)	0.2	-2.1	-3.5	3.1	0.4	99.0	-3.1	16.0	0.0
CC(=O)c1cccc(NC(=O)C2(c3ccccc3)CC2(Cl)Cl)c1 (stereo unspecified)	-1.1	-5.3	-1.4	-13.2	1.1	96.0	-3.8	23.8	-5.0
C=CCn1cc(C(=O)NCCOC)c(=O)c2cc(S(=O)(=O)N3CCCCCC3)ccc21	-1.1	-4.1	-7.7	-12.6	0.1	99.0	5.8	18.1	0.0
Oc1cc2ccccc2cc1-c1n[nH]c(=S)o1	0.0	-2.9	-11.7	-0.5	2.8	100.0	8.7	7.5	-4.0
Cc1ccc2cc(CN(CC3CCCO3)S(=O)(=O)c3c(C)ccc4nsnc34)c(=O)[nH]c2c1 (stereo unspecified)	0.3	-4.6	-6.0	-2.5	1.8	101.0	-10.1	20.4	3.0
Cc1ccc(-n2c(C)cc(/C=N/NC(=O)Cn3c4ccccc4c(=O)c4ccccc43)c2C)cc1	-2.0	-7.6	-8.0	-1.9	-1.4	95.0	-2.4	-4.2	0.0
CN1CCN(CCNC(=O)Nc2ccccc2[N+](=O)[O-])CC1	1.7	-7.3	-1.1	4.0	0.4	102.0	-5.2	19.2	8.0
Cc1c(NC(=O)Cn2cc([N+](=O)[O-])cn2)c(=O)n(-c2ccccc2)n1C	1.9	1.9	-4.9	-0.7	0.3	97.0	-19.4	-9.5	-5.0
COc1ccc(Cl)cc1NC(=O)COC(=O)c1cc(NS(=O)(=O)c2cccs2)ccc1O	2.0	1.0	-10.2	12.4	3.3	91.0	-12.1	11.7	-4.0
COC(=O)c1cccnc1-n1c(=O)c2cccnc2n(Cc2ccc([N+](=O)[O-])cc2)c1=O	0.3	-9.0	-1.1	1.2	-0.7	106.0	2.7	10.2	6.0
Cc1c(CCC(=O)N[C@@H](CCCNC(N)=O)C(=O)O)c(=O)oc2cc3oc4c(c3cc12)CCCC4	0.0	-8.6	6.2	0.1	0.7	104.0	-7.6	-6.5	4.0
O=[N+]([O-])c1ccc(N/N=C/c2cccnc2)cc1	2.4	-7.4	-16.0	11.2	2.8	97.0	-4.8	17.1	1.0
O=C(NC1CCCCC1)c1ccc(-c2ccc(Cl)cc2)o1	-1.7	-3.4	-8.2	·	-1.0	·	·	·	·
Cc1ccc(Cl)cc1N1CCN(C(=O)C2CCC(=O)N(C3CCCCCC3)C2)CC1 (stereo unspecified)	4.1	-5.6	-8.4	-1.0	7.0	100.0	25.9*	7.9	0.0
COc1ccccc1NC(=O)c1ccc(NC(=O)CSc2ncn[nH]2)cc1	-0.9	0.6	-3.8	5.0	0.2	106.0	-7.7	7.7	2.0
CN(C)/C=N/c1cc(=O)[nH]c(=O)n1C	0.1	-4.5	-9.7	-4.7	0.1	106.0	-8.4	18.2	-2.0
CCn1cc([N+](=O)[O-])c(C(=O)Nc2ccn(Cc3ccccc3F)n2)n1	1.3	-4.5	-0.4	-13.7	1.4	100.0	6.1	-7.0	8.0
O=C(NCCOc1ccc(F)cc1)C1CCC(=O)N(CCCN2CCOCC2)C1 (stereo unspecified)	0.1	4.8	-2.5	3.5	0.2	104.0	1.6	-3.6	5.0
COc1cc(S(=O)(=O)NCc2ccncc2)ccc1Br	8.1	63.1*	-10.3	0.5	12.9	99.0	3.0	27.5	-1.0
O=C(CSc1nnc(-c2cccnc2)s1)Nc1ccc(C(=O)O)cc1	-0.9	-1.7	-5.0	1.4	-0.2	104.0	-1.2	-1.2	14.0
CCC(=O)n1nc(-c2cccnc2)nc1NCc1ccc(F)cc1	-2.6	-0.3	2.3	3.6	-0.4	100.0	-7.6	2.0	2.0
CCN(CCN1CCCC1)C(=O)C1CCC(=O)N(CCCN2CCOCC2)C1 (stereo unspecified)	0.6	-0.8	-4.1	1.9	-0.3	100.0	-0.2	27.0	-3.0
Cc1c(Cl)cnc(NC(=O)CSc2nnc3ccccn23)c1Cl	·	3.9	·	5.0	·	102.0	-7.4	11.0	-5.0
O=C1OC(CCl)CN1Cc1c(Cl)cccc1Cl (stereo unspecified)	0.1	0.1	1.1	·	0.3	·	·	·	·

(list continues)
SMILES	OXTR ag	GalR3 antag	OXTR potentiator	PfM18AAP inh	V1aR counter	MEKK2wt PB1 HTS	GPR7 antag	NALP1 inh	MEKK2 mut-MEK5
CNC(=S)N1N=C(c2ccccc2)CC1c1ccc(OC)c(OC)c1 (stereo unspecified)	-1.5	-13.1	-7.7	-0.2	1.7	100.0	7.8	20.5	9.0
CC1(C)CC(=O)C(N=Nc2cc(S(=O)(=O)N3CCOCC3)ccc2Cl)=C(O)C1	-0.5	·	3.6	0.5	-0.3	102.0	-18.9	13.6	10.0
Cc1cccc(NC(=O)c2nc[nH]c2C(=O)N[C@@H](C)C(=O)OC(C)(C)C)c1	-1.2	-3.7	-10.3	·	-0.5	91.0	·	·	4.0
COc1ccc(CNc2ncnc3c2[nH]c2ccccc23)cc1	26.3*	-8.1	-16.5	-1.3	15.6	95.0	15.2	4.0	-13.0
O=C(OCCCN=C1NS(=O)(=O)c2ccccc21)c1ccccc1	-0.4	-2.5	-8.0	-3.5	-1.1	106.0	-2.1	0.4	5.0
COc1ccc2c(OC)cc(=O)n(C)c2c1	-1.4	-3.8	-6.4	-3.2	0.8	97.0	-6.7	16.2	-3.0
COc1ccc(-c2cc3cccc(OC)c3oc2=O)cc1	-1.8	-7.4	-7.2	2.5	-0.4	105.0	13.5	15.0	3.0
Cn1c(CNC(=O)c2ccco2)nnc1SCC(=O)Nc1cccc(F)c1	0.2	-0.1	-4.1	0.7	0.1	100.0	-3.5	9.7	-2.0
S=c1[nH]nc(Cc2cccs2)n1-c1ccccc1	0.7	4.2	-13.2	7.0	-0.4	·	-12.0	7.0	·
CCOC(=O)c1c(C)n(C)c2ccc(OC)c(NC(=O)CN3CCN(C(=O)c4ccco4)CC3)c12	-0.3	-2.9	-7.2	-5.3	-0.2	97.0	-5.0	-17.1	2.0
CN(CCc1ccccn1)C(=O)CCC1CCCN(C(=O)c2ccccn2)C1 (stereo unspecified)	0.1	-0.1	-12.9	-13.4	0.2	101.0	0.8	-4.8	-5.0
O=C(COC(=O)/C=C/c1ccccc1)NNC(=O)c1ccc([N+](=O)[O-])cc1	-0.3	-2.3	-0.6	·	0.6	·	·	·	·
CC1CN(C(=S)SCC(=O)c2ccccc2)CC(C)O1 (stereo unspecified)	-1.6	-4.1	0.4	-0.3	-0.4	101.0	-6.0	12.2	1.0
COCCn1c(C)cc(C(=O)COC(=O)c2ccc(N3CCCC3=O)cc2)c1C	-0.4	-4.7	-3.4	-3.1	0.8	109.0	-1.6	10.0	6.0
O=C(Nc1cccc(NC(=O)c2cccs2)c1)c1ccc2c(c1)OCO2	-1.5	4.5	3.1	-10.2	-0.5	92.0	-6.3	-1.9	-13.0
O=C(Nc1ccccc1Cl)N1CCN(C/C=C/c2ccccc2)CC1	-1.6	-4.3	0.5	-2.1	1.0	99.0	-8.5	28.8	-2.0
Cn1c(=O)c2c(nc(CN3CCN(Cc4ccccc4)CC3)n2Cc2cccc(Cl)c2)n(C)c1=O	-1.0	·	-3.4	-2.8	-0.1	120.0	-6.1	·	8.0
CCC1CCCCN1C(=O)N[C@@H](Cc1ccccc1)C(=O)O (stereo partly specified)	0.8	-3.6	-7.3	-1.2	0.2	107.0	-9.6	-13.5	6.0
O=C(O)c1ccc(OS(=O)(=O)c2ccc(Cl)s2)c(Cl)c1	2.0	-2.2	4.5	·	1.3	·	·	·	·
COc1ccc(-c2csc3ncnc(N4CCN(S(=O)(=O)c5ccccc5C#N)CC4)c23)cc1	-0.2	-3.2	-7.8	-13.2	0.1	107.0	-5.7	17.7	9.0
O=C(CS(=O)(=O)Cc1ccccc1)NCC1CCCO1 (stereo unspecified)	-0.8	-3.2	-15.2	-6.6	-0.5	103.0	16.6	10.0	1.0
COc1ccc(C2=NO[C@@H]3[C@@H]4C[C@@H]([C@H]5C(=O)N(c6ccc7c(c6)OCO7)C(=O)[C@@H]45)[C@H]23)cc1OC	-0.9	-4.3	-1.8	4.1	0.8	101.0	-3.2	3.6	1.0
CCCCOc1ccc(/C=C(\C(=O)O)c2ccc(S(=O)(=O)N3CCCC3)s2)cc1	-0.2	-1.9	-6.2	·	-0.1	·	·	·	·
Cc1ccc(S(=O)(=O)N2CCN(C(=O)CSc3nccn3C)CC2)cc1	2.3	-2.6	-2.1	2.6	-1.1	89.0	-14.0	5.0	-18.0
CCOC(=O)c1cccc2c(=O)c(C(=O)c3ccc(Cl)cc3)c(C(=O)OC)[nH]c12	-2.1	-0.3	0.8	-1.7	1.0	99.0	-7.8	24.0	1.0

An excerpt from above in order of their number in MEKK2wt PB1 HTS, ascending:
Compound	GalR3 antag	OXTR potentiator	PfM18AAP inh	MEKK2wt PB1 HTS	GPR7 antag	NALP1 inh	MEKK2 mut-MEK5
O=C(Nc1cccc(NC(=O)c2cccs2)c1)c1ccc2c(c1)OCO2	4.5	3.1	-10.2	92.0	-6.3	-1.9	-13.0
CCOC(=O)c1c(C)n(C)c2ccc(OC)c(NC(=O)CN3CCN(C(=O)c4ccco4)CC3)c12	-2.9	-7.2	-5.3	97.0	-5.0	-17.1	2.0
O=C(OCCCN=C1NS(=O)(=O)c2ccccc21)c1ccccc1	-2.5	-8.0	-3.5	106.0	-2.1	0.4	5.0

The results go on:
SMILES	OXTR ag	GalR3 antag	OXTR potentiator	PfM18AAP inh	V1aR counter	MEKK2wt PB1 HTS	GPR7 antag	NALP1 inh	MEKK2 mut-MEK5
Cc1cc(C)cc(NC(=O)CN2CCc3ccccc3C2)c1	-1.4	-2.0	-7.8	2.1	-1.0	100.0	23.2	-1.2	-3.0
COC(=O)Cc1ccc(NC(=S)N2CCN(C)CC2)cc1	-0.1	3.8	-6.5	12.5	0.9	88.0	33.9*	-1.3	-9.0
COc1ccc(/C=C/C(=O)c2ccc3c4c(cccc24)CC3)cc1	2.2	2.4	-10.5	2.0	1.6	95.0	-0.5	24.0	-5.0
COCCNC(=O)C(c1ccncc1)N(Cc1ccccc1)C(=O)Cn1nnc2ccccc21 (stereo unspecified)	-0.1	-4.8	4.4	5.0	-0.1	101.0	-14.2	-12.7	0.0
COc1ccc(-c2nnn(Cc3ccccc3)n2)cc1OC	-1.7	-7.4	-1.5	-4.8	3.4	104.0	-6.8	11.1	1.0
O=C(CSc1nc2ccccc2[nH]1)N/N=C/C=C\c1ccccc1[N+](=O)[O-]	0.7	-4.7	-3.6	-3.7	0.4	107.0	3.2	9.3	1.0
CCN(CC)CCNC(=O)c1c(O)c2cc(OC)c(OC)cc2[nH]c1=O	-0.3	-3.6	-7.6	9.6	0.5	·	0.7	2.8	·
CCn1c2ccccc2c2cc(NC(=O)CNCC3CCCO3)ccc21 (stereo unspecified)	2.6	-4.8	-15.7	1.4	1.3	114.0	9.4	2.6	6.0
CCC(C)Sc1nc(O)cc(=O)[nH]1 (stereo unspecified)	-0.3	-6.2	-0.7	-22.5	-0.3	95.0	-4.8	-2.5	-2.0
